# BRCT PPI red = qHTS Assay for Inhibitors of BRCT-Phosphoprotein Interaction (Red Fluorophore). Breast cancer type 1 susceptibility protein (Homo sapiens), P38398. BRCT-phosphopeptide binding, red fluorescence polarization. Potency, µM (series often up to 76.9 µM), for inactives: top-dose activity change, negative = inhibition, most hits filed as inhibitors. actives 0.03% (n = 75,000); note: % is set by controls: 0 for no effect and ±100 for the full control effect
#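 Fluorescence polarization: 100 nM His-tagged BRCA1 BRCT with 100 nM TAMRA-labelled phospho-BACH1 decapeptide, phosphate buffer pH 7.3 with 150 mM NaCl, DTT, 0.01% Tween 20; 12 min RT. Binding inhibition seen as FP decrease.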
# 15-hLO inh = qHTS Assay for Inhibitors of 15-hLO (15-human lipoxygenase); Potency, µM (top dose mostly 57.1 µM), without a hit: at the highest dose activity change, negative = inhibition, most hits filed as inhibitors; purified 15hLO-1, xylenol orange hydroperoxide absorbance; actives 1.4% (n = 74,000); note: potency is the fitted concentration of half-maximal effect; % is set by controls: 0 for no effect and ±100 for the full control effect; nearly all actives have a fitted effect of over 55% in size
# Target sequence (P16050 whole entry, looked up): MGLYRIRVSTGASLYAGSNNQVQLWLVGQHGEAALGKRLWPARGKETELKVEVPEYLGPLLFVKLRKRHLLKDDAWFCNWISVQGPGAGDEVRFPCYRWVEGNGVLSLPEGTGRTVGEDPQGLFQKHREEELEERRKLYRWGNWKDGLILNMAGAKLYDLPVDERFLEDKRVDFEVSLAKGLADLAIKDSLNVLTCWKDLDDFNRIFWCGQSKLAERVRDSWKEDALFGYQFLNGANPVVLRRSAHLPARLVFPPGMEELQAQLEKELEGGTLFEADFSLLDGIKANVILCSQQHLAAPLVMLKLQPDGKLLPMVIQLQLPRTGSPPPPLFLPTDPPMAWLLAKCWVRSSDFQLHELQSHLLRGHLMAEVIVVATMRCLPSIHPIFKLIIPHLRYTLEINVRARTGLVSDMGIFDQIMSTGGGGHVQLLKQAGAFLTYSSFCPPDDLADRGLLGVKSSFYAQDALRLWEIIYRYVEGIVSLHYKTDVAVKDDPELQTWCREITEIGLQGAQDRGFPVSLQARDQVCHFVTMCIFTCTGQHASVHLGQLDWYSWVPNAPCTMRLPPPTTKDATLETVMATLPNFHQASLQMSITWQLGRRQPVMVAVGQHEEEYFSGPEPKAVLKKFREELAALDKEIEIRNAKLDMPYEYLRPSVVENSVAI
#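 Hydroperoxide formed from arachidonic acid (50 uM) by purified human 15hLO-1 (40 nM) oxidizes ferrous iron, and the ferric-xylenol orange complex is read at 573 versus 405 nm. Compounds were preincubated 15 min; reaction ran 6 min at room temperature.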
# Pol III holo inh = qHTS Assay for Inhibitors of DNA Polymerase III Holoenzyme System. Potency, µM (top dose mostly 57.1 µM), for inactives: top-dose activity change, negative = inhibition. actives 0.25% (n = 71,000). reconstituted DNA polymerase III holoenzyme replication, biochemical; note: potency is the fitted concentration of half-maximal effect; % is set by controls: 0 for no effect and ±100 for the full control effect
#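 Reconstituted *E. coli* holoenzyme (0.35 nM Pol III, 1 nM beta, 154 nM SSB, 2 nM primase) was preincubated with compound for 15 min at RT. Synthesis on 1.4 nM ssM13Gori ran 35 min, then was stopped with PicoGreen/EDTA and read as dsDNA fluorescence.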
# A350 fluor = qHTS Assay for Spectroscopic Profiling in A350 Spectral Region; Compound autofluorescence, 340/450 nm, Alexa 350 dye-equivalents; active compounds read high; max dye-equivalent concentration, M; actives 11% (n = 59,000); AID 590, 2007; in the data active = max dye-equivalent concentration above about 10 nM; inconclusive = mostly about 1.1 nM to 9.6 nM
# 4MU fluor = qHTS Assay for Spectroscopic Profiling in 4-MU Spectral Region. max dye-equivalent concentration, M. actives 11% (n = 59,000). compound autofluorescence, 340/450 nm, 4-MU equivalents; active compounds read high; in the data active = max dye-equivalent concentration above about 10 nM; inconclusive = mostly about 1.1 nM to 9.6 nM
#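 Compounds in 100 mM Tris, pH 8.0, sat 15 min at room temperature before fluorescence was read at 340 nm excitation/450 nm emission; a per-plate six-point 4-MU standard curve converted signals to dye-equivalent concentration at each compound concentration.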
# BRCT inh green = qHTS Assay for Inhibitors of BRCT-Phosphoprotein Interaction (Green Fluorophore); Breast cancer type 1 susceptibility protein (Homo sapiens), P38398; actives 0.05% (n = 75,000); Potency, µM (highest dose often 76.9 µM), for inactives: at the top dose activity change, negative = inhibition, hits mostly inhibitors; BRCA1 BRCT-phosphopeptide binding, green fluorescence polarization;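 note: potency is the fitted concentration of half-maximal effect; plate controls were peptide without protein for full effect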
#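 Fluorescence polarization: His-tagged BRCT (~35 kDa BRCA1 C-terminus, 250 nM) bound to 100 nM fluorescein-labeled phosphorylated 10-aa BACH1 peptide, pH 7.3 phosphate buffer with DTT and Tween 20. Compounds incubated 12 min at room temperature; inhibition read as lowered polarization.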
# HBB splicing = qHTS Assay for Modulators of Hemoglobin Beta Chain Splicing; HBB splicing reporter cell assay, activation; EGFP reporter with mutant IVS2-654 intron; response scale: normalised to 500 nM splice-correcting PNA; Potency, µM (doses to about 46.1 µM), inactives show at the highest dose activation, hits mostly activators; actives 0.06% (n = 65,000); AID 925, 2007; note: potency is the fitted concentration of half-maximal effect; 0% is about no effect
#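 HeLa cells stably expressing EGFP interrupted by mutant beta-globin intron 2 (IVS2-654), 500/well in 2% FCS. Treated with compound for 2 days at 37C. Splicing correction scored as total well GFP intensity (488 nm excitation, 500-520 nm emission); 500 nM antisense PNA served as control.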
# Hsp90 Hop PPI = qHTS Assay for Disrupters of an Hsp90 Co-Chaperone Interaction; AlphaScreen TPR2A-His6 binding biotin-Hsp90 C-terminal peptide; Potency, µM (top dose mostly 57 µM), for the others: at the top dose activity change, negative = inhibition; actives 0.44% (n = 71,000); AID 595, 2007; active = well fitted curve in either direction with a large enough effect; inconclusive = small, poorly fitted or top-dose-only effect, or another doubt; note: potency is the fitted concentration of half-maximal effect; % is set by controls: 0 for no effect and ±100 for the full control effect; many of its hits are not listed in these tables
# CRE Fsk mod = Cell signaling CRE-BLA (Fsk stim). CHO CRE-bla reporter (cAMP response element driving beta-lactamase), forskolin EC10, beta-lactamase ratio. Potency, µM (titrated, usually from 38.2 µM), for the others: at the top dose activity change, negative = inhibition, hits mostly activators. actives 2.5% (n = 71,000); active = well fitted activation curve with a large enough effect in the signal ratio, with a control signal flat, not every such curve was filed as active; inconclusive = small, poorly fitted or top-dose-only effect, or effect the other way, or a change in a side signal; the % refers to the signal ratio; note: potency is the fitted concentration of half-maximal effect; % of control where 0% means no effect
#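 AC50 values, positive or negative, reflect shifts in EC10 NKH 477-induced CRE-bla reporter activity in CHO cells. Incubation lasted 3 h at 37 °C before CCF4 substrate (2 h, room temperature) and ratiometric 460/530 nm reading.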
# Ub-GFP proteasome = Ubiquitin-GFP Assay. Ubiquitin-GFP reporter cells, proteasome inhibition, GFP fluorescence; response scale: untreated = 0%, 10 µM MG-132 = 100%. Potency, µM (series often up to 45.9 µM), without a hit: top-dose activation (GFP accumulation), hits mostly activators. 67,000 tested, under 10 active. AID 526, 2006; active = well fitted activation curve with a large enough effect, not every such curve was filed as active; inconclusive = small, poorly fitted or top-dose-only effect, or another doubt; inactive = no such curve, though single readings can be large or run the other way; note: potency is the fitted concentration of half-maximal effect
#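 Reporter cells (U2OS, ubiquitin-G76V-GFP fusion) are plated overnight, then treated 4 hr at 37 °C with compound titrations from 46 uM down to 2.9 nM. Activity is scaled against untreated cells and 10 uM MG-132.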
# GFP derepression = qHTS Assay for Epigenetic Modulators; mouse C127i GFP locus derepression, cytometry, 30 h; Potency, µM (highest dose often 46.1 µM), for inactives: at the top dose GFP derepression (activation); actives 0.09% (n = 68,000); note: % of control where 0% means no effect
#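 Read-out is the number of GFP-positive cells, scored as fluorescent objects 20 to 120 um wide, reflecting derepression of a silenced CMV-GFP reporter in murine C127i cells after 30 h compound exposure at 37 C.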
# * = called active by the depositor; i = inactive; ? = inconclusive; / = no result given; & = joins results of further samples; [ ] = dose if it differs, or a comment. Unless noted, calls come from the whole dose curve; as a rule, active = well fitted curve in the direction sought with a large enough effect; inconclusive = small, poorly fitted or top-dose-only effect, or another doubt; inactive = no such curve, though single readings can be large; an effect the other way counts as inactive or inconclusive.
SMILES,BRCT PPI red,15-hLO inh,Pol III holo inh,A350 fluor,4MU fluor,BRCT inh green,HBB splicing,Hsp90 Hop PPI,CRE Fsk mod,Ub-GFP proteasome,GFP derepression
CN1CCC(=C2c3ccccc3C=Cc3ccccc32)CC1,-2.1%,-21%[25.6 µM],-6%,?,?,0.4%,1.2%[20.6 µM],-9%,?,3%,4%[20.6 µM]
Cc1n[nH]c(=O)[nH]c1=O,0.3%[34.4 µM],9%[25.6 µM],-9%[25.6 µM],i,i,-0.2%[34.4 µM],-0.2%[20.6 µM],-2%[26 µM],-4%[17.1 µM],0%[20.5 µM],1%[20.6 µM]
CCOc1ccc(-c2nnn(CC(=O)c3ccc4c(c3)OCCO4)n2)cc1OCC,0.5%,4%,0%,i,i,1.8%,0.1%[57.5 µM],3%,?,2%,8%
CCn1c(Cc2ccccc2)nnc1SCc1nc2ccccc2c(=O)[nH]1,0.7%,8%,2%,i,i,2.5%,-0.4%,-2%,1%,1%,2%
CCOC(=O)Nc1cc(C(=O)OCC)c(C)nc1C,0.3%,12%,-5%,i,i,-0.9%,0.1%[57.5 µM],-1%,6%,1%,2%
Cc1ccc(-n2nc(C(=O)NCc3ccco3)c3c4ccccc4n(C)c3c2=O)cc1,-0.2%,-27%,-2%,1.8e-08M*,1.9e-08M*,-5.7%,-1.3%,3%,10%,9%,0%
CNC(=O)C1(C)C=CCN1C(=O)OC (configuration not stated),0.8%,2%,0%,/,/,-0.6%,-0.3%,0%,-3%,/,/
O=c1[nH]c2cc3c(cc2cc1C(c1nnnn1C1CCCC1)N1CCSCC1)OCCO3 (configuration not stated),0.5%,-7%,6%,1.4e-07M*,1.6e-07M*,-1.1%,/,2%,?,6%,3%
Brc1cc2c(cc1Cn1c(-c3cncs3)nc3ccccc31)OCO2,-2.7%,-18%,-3%,i,i,-4.0%,1.8%,-5%,2µM*,8%,0%
C#CCN1C(=O)C(O)(CC(=O)c2cccc(OC)c2)c2ccccc21 (configuration not stated),0.5%,8%,0%,i,i,-2.9%,4.5%,-2%,?,-1%,3%
CCN(CC)CCSc1nc(O)c(C(C)C)c(=O)[nH]1,-0.2%,5%,-4%,i,i,-0.3%,/,-3%,?,0%,0%
COc1ccc(N2C(=O)C3CCCN3C2c2ccc(C)o2)cc1Cl (configuration not stated),-0.2%,-7%,-5%,i,i,1.7%,-1.3%,-4%,5%,-6%,1%
O=C(O)c1ccccc1C(=O)Nc1cc2c(cc1Br)-c1ccccc1C2=O,-1.9%[15.4 µM],6%[11.4 µM],-7%[11.4 µM],i,i,-4.2%[15.4 µM],1.2%[9.22 µM],-3%[11 µM],1%[7.6 µM],-3%[9.17 µM],3%[9.22 µM]
Nc1cc(C(=O)O)[nH]c(=O)n1,-0.2%[15.4 µM],14%[11.4 µM],-10%[11.4 µM],i,i,-0.3%[15.4 µM],-0.7%[9.22 µM],-3%[11 µM],-5%[7.6 µM],-1%[9.17 µM],14%[9.22 µM]
COc1ccc(-n2c(O)c(C=NC3CC3)c(=O)[nH]c2=O)cc1,-1.0%,1%,-9%,i,i,-1.3%,-1.1%,-1%,-6%,0%,0%
Cn1c(=O)c2c(nc(Br)n2Cc2c(F)cccc2Cl)n(C)c1=O,0.4%,9%,-3%,i,i,-1.0%,4.2%[0.369 µM],3%,3%,/,-2%
O=C(OCc1nc2ccccc2s1)c1cnccn1,-0.2%,4%,-7%,i,i,0.8%,-0.4%,-4%,-9%,-1%,0%
CCCC(C(=O)NCC1CCCO1)N(Cc1ccco1)C(=O)CNS(=O)(=O)c1ccccc1 (configuration not stated),-0.6%,3%,-1%,i,i,-1.1%,/,-4%,3%,5%,0%
CCC(C(=O)N1CCN(S(C)(=O)=O)CC1)c1ccccc1 (configuration not stated),-1.5%,13%,4%,i,i,-1.2%,0.7%,-2%,4%,0%,0%
CCS(=O)(=O)n1nc(-c2ccco2)nc1SC,-1.3%,-4%,4%,i,i,0.6%,/,-2%,12%,-5%,-2%
O=C(CC1SC2=NCCN2C1=O)Nc1ccc(Br)cc1 (configuration not stated),0.7%,1%,-9%,i,i,-0.2%,1.5%,-4%,-12%,-2%,-3%
c1ccc(-n2nnnc2Oc2cccc3cccnc23)cc1,1.6%,11%,-2%,i,i,-0.4%,-0.1%,-14%,-12%,-3%,-3%
FC(F)(F)c1ccccc1-c1cncnc1Nc1ccccc1,-0.9%,?,-4%,i,i,-4.3%,-0.5%,-3%,-6%,-7%,0%[9.22 µM]
COc1ccc(S(=O)(=O)N2CCCC(C(=O)O)C2)cc1 (configuration not stated),-2.4%,10%[11.4 µM],-8%[11.4 µM],/,/,-0.3%,-2.3%[0.0738 µM],-4%[11 µM],?,12%[9.17 µM],-2%
COc1ccc(N2CCN(C(=O)C3CCN(S(=O)(=O)N4CCOCC4)CC3)CC2)cc1,1.5%,0%,-1%,i,i,-1.5%,7.2%,2%,-1%,-14%,-2%
CCOC(=O)Cn1c2c(c(=N)c3c1CCC3)CCC2,-0.2%,6%,5%,i,i,0.1%,3.9%[1.84 µM],-1%,-2%,-8%,0%
Cc1cccc(-n2c(SCC(=O)N3CCCC3)nnc2-c2ccccn2)c1C,-1.0%,1%,-3%,i,i,0.5%,/,?,4%,0%,5%
Cc1ccc2[nH]c(=O)c(CN(CCc3ccccc3)Cc3nnnn3CC3CCCO3)cc2c1 (configuration not stated),0.2%,?,-5%,1.1e-08M*,1.1e-08M*,-2.1%,/,-8%,-3%,2%,-1%
COc1ccccc1NC(=O)c1cc(S(=O)(=O)N2CCC3(CC2)OCCO3)ccc1F,-0.1%,0%,-5%,?,i,-0.5%,2.7%[57.5 µM],-3%,16%,-5%,2%
COC(=O)c1ccc(C)c(NC(=O)c2nn(C)c(=O)c3ccccc23)c1,1.1%,-3%,0%,i,i,-3.7%,-7.4%,-3%,4%,0%,-1%
Nc1nc(Cl)nc2c1ncn2[C@H]1C[C@H](O)[C@@H](CO)O1,1.2%,22%,/,i,i,-1.4%,/,/,/,/,10%&-2%[20.6 µM]
CCCn1c(SCC(=O)Nc2cccc(C(=O)OCC)c2)nnc1-c1ccoc1C,-1.5%,-13%,-9%,i,i,0.3%,/,41%,2%,-1%,0%
COc1ccc(S(=O)(=O)N(Cc2ccccc2)Cc2nc3ccccc3c(=O)[nH]2)cc1,1.0%,8%,4%,i,i,0.2%,0.3%[57.5 µM],-1%,12%,3%,-2%
O=C(Nc1ccc(Oc2ccccc2)cc1)C1CCCO1 (configuration not stated),0.3%,-1%,-2%,/,/,-1.4%,0.3%[9.22 µM],-1%,-5%,16%,-2%
CC(=O)NC(Cc1ccccc1C)C(=O)NC1CCN(c2c3c(nc4ncnn24)CCC3)CC1 (configuration not stated),-1.2%,1%,-2%,i,i,0.2%,-1.8%,-4%,11%,-2%,-1%
COc1ccc(C2C(=O)c3ccccc3C2=O)c(OC)c1,0.5%,11%,-2%,i,i,-1.5%,-1.0%,-5%,-16%,3%,-3%
CCOc1cc(C(=O)NCc2nnc(SCC(=O)OC)n2C)cc(OCC)c1OCC,0.3%,1%,-6%,i,i,2.0%,1.9%,2%,?,2%,-1%
CCNc1nc(NCC)nc(N(C)n2cnnc2)n1,-2.4%,2%,-5%,i,i,-1.9%,-0.5%,-2%,20%,3%,-2%
CC(=O)c1cccc(S(=O)(=O)N(CCCO)Cc2cc3ccc(C)cc3[nH]c2=O)c1,-0.7%,1%,?,i,i,1.4%,-0.2%[57.5 µM],-3%,0%,-1%,-2%

# Sorted by number of heavy atoms (descending): some entries from above
SMILES,BRCT PPI red,15-hLO inh,Pol III holo inh,A350 fluor,4MU fluor,BRCT inh green,HBB splicing,Hsp90 Hop PPI,CRE Fsk mod,Ub-GFP proteasome,GFP derepression
Cc1ccc2[nH]c(=O)c(CN(CCc3ccccc3)Cc3nnnn3CC3CCCO3)cc2c1 (configuration not stated),0.2%,?,-5%,1.1e-08M*,1.1e-08M*,-2.1%,/,-8%,-3%,2%,-1%
COc1ccc(S(=O)(=O)N(Cc2ccccc2)Cc2nc3ccccc3c(=O)[nH]2)cc1,1.0%,8%,4%,i,i,0.2%,0.3%[57.5 µM],-1%,12%,3%,-2%
O=C(CC1SC2=NCCN2C1=O)Nc1ccc(Br)cc1 (configuration not stated),0.7%,1%,-9%,i,i,-0.2%,1.5%,-4%,-12%,-2%,-3%
